TDP2 inh: blocks human TDP2 phosphodiesterase activity; recombinant TDP2, T5PNP hydrolysis, p-nitrophenol absorbance 415 nm; inhibition, % at 12.8 µM; 0.34% of 370,000 active;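 active = inhibition above the mean of all tested compounds plus 3 SD, set per campaign, cut at about 25% in these data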;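 also: 0% = DMSO with enzyme and 100% = buffer with substrate but no TDP2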
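Test system: Human TDP2 enzyme | Reagent: 5 mM T5PNP | Compound dosing: 12.8 µM single point, 1% DMSO | Incubation: Enzyme reaction with compound for 2 h at 37 °C | Technique: p-Nitrophenol epi absorbance | Read-out: % inhibition relative to enzyme-containing and enzyme-free wells | Benchmarks: High control without enzyme, low control DMSO plus TDP2 | Replicates: Singlicate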
TCR-CD3 inh: blocks the human TCR-CD3 interaction | TAMRA-labeled TCR probe fluorescence, biochemical | inhibition, % at 9.4 µM | 0.37% of 360,000 active; in the data active = inhibition above about 19%;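 also: recombinant mutant TCR 2C K166C tagged with TAMRA read by polarization; 0% = receptor in buffer alone and 100% = receptor with positive control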
LEDGF integ inh: blocks HIV-1 LEDGF/p75-dependent DNA integration; AID 743269; inhibition, % at 3.7 µM; 0.64% of 370,000 active; TR-FRET IN-LEDGF/p75 DNA integration, Eu/Cy5;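 active = inhibition above the screen-wide mean plus 3 SD, cut at about 13% in these data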;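 also: signal is the Cy5 over europium emission ratio at 671 and 618 nm; 0% = plate median of compound wells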
HTRA1 inhibitor: inhibitors of human serine peptidase HTRA1; recombinant HTRA1, FP-rhodamine activity-based probe, fluorescence polarization; Q92743; 0.5% of 340,000 active; inhibition, % at 5.96 µM; AID 504803; in the data active = inhibition above about 36%;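 also: 0% = enzyme with DMSO and 100% = wells lacking enzyme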
ABHD4 inh: ABHD4 (mouse) inhibition, primary FP screen; AID 720543; 0.54% of 370,000 active; purified mABHD4, FP-Rh probe fluorescence polarization; inhibition, % at 8.92 µM;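 active = inhibition exceeding the mean over every tested compound plus 3 SD, cut at about 30% in these data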;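 also: 0% = plate median of compound wells and 100% = S159A mutant with DMSO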
Target sequence (Q8VD66 whole entry, looked up): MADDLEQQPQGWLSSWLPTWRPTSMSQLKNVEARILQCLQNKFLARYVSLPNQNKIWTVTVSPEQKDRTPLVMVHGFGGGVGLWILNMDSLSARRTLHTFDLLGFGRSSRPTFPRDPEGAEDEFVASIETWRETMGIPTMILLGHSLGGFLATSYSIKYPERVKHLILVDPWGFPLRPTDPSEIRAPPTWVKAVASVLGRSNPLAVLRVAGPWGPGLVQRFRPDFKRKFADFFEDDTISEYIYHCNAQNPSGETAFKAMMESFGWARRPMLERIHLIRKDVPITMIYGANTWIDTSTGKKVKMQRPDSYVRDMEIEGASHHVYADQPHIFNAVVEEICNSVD
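Doses – 8.92 µM, single dose · Material – wild-type mouse ABHD4 protein · Replication – single well per compound (singlicate) · Measure – percent inhibition of probe binding, normalized to plate controls · Schedule – 45 min compound pre-incubation plus 60 min probe step, 25 °C · Detection – fluorescence polarization with parallel and perpendicular emission, 525/598 nm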
PRMT1 FP inh: blocks human protein arginine methyltransferase 1; recombinant PRMT1, activity-based probe fluorescence polarization; inhibition, % at 2.79 µM; 1.3% of 370,000 active; AID 652257;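 active = inhibition above about 21% made by adding two undisclosed values, limit read from the data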
UHRF1 binding: UHRF1 methyl-DNA binding inhibition; inhibition, % at 4.4 µM; UHRF1 binding to methylated oligo, TR-FRET; AID 687016; Q96T88; 0.75% of 370,000 active; in the data active = inhibition above about 21%;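 also: UHRF1 SRA domain binding a hemimethylated CpG hairpin DNA probe; 0% = median of test compound wells and 100% = reference inhibitor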
PG9 Ab binder: binds the HIV-1 gp120 antibody PG9; 0.43% of 360,000 active; inhibition, % at 6.7 µM; AID 624416; TR-FRET gp120-PG9 antibody binding; in the data active = inhibition above about 8.5%
DDE Tn7 FP inh: DD(E)-Tn7 binding inhibition, primary FP screen; AID 720508; inhibition, % at 8.3 µM; 0.13% of 370,000 active; FP displacement of FITC-Tn7 peptide from fibrin DD(E); 0% = median of compound wells per plate;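 active = inhibition above the mean of compounds falling within the control limits plus 3 SD of them, cut at about 14% in these data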;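 also: 0% = plate median of compound wells and 100% = 10 µM Aha-Tn7 peptide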
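System: human fibrin DD(E); quantity: Fibrin-DD(E) at 2 µM final; also added: fluorescent Tn7 probe at 0.1 µM; compound dosing: single nominal test concentration of 8.3 µM per compound; schedule: 10 min preincubation, 3 h with tracer, room temperature; detection: fluorescence polarization of the labelled Tn7 tracer; repeats: one replicate per compound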
SIAE inh: blocks human sialic acid acetylesterase. Q9HAT2. SIAE FP-Rh probe binding, fluorescence polarization. inhibition, % at 9.66 µM. 0.69% of 370,000 active. AID 1053197;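 active = inhibition above a cutoff: mean of compounds within the control limits plus 3 SD of those, cut at about 17% in these data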;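 also: 0% = plate median of compound wells and 100% = probe without SIAE protein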
Target sequence (Q9HAT2 whole entry, looked up): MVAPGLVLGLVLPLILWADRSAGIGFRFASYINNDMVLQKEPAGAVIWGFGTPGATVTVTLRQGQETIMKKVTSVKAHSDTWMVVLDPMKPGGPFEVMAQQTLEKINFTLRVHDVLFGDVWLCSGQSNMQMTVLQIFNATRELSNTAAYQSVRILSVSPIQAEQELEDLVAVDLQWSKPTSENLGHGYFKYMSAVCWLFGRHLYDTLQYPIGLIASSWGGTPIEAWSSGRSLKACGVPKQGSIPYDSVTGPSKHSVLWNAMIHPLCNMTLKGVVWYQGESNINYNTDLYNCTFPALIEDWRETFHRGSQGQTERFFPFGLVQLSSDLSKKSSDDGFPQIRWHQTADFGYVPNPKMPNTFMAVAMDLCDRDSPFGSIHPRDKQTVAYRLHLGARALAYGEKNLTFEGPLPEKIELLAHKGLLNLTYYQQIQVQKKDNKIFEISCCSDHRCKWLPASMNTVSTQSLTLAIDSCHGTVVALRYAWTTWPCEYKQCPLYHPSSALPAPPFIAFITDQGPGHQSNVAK
Starred values were filed as active, the others as inactive; · = no result given. The order is random, and some 4.2% of all compounds hit somewhere here.

cpd | Molecule | TDP2 inh | TCR-CD3 inh | LEDGF integ inh | HTRA1 inhibitor | ABHD4 inh
1 | Cc1ccc2sc(-c3ccc(NC(=O)CCN4C(=O)c5ccccc5C4=O)cc3)nc2c1 | -1 | 1 | 1 | · | -3
2 | Cc1ccc(OCC(=O)Nc2ccc(S(=O)(=O)Nc3onc(C)c3C)cc2)cc1 | -1 | 1 | 1 | -2 | -8
3 | COc1ccc(C(=O)Oc2cccc(/C=N/NC(N)=S)c2)cc1 | 0 | 1 | 0 | -11 | 0
4 | Cc1ccc(S(=O)(=O)N2CCOCC2)cc1C(=O)Nc1ccccc1N1CCCC1 | -11 | 2 | 4 | -3 | -3
5 | CN1CCN(NC(=O)c2cn(-c3ccccc3)nc2-c2ccc(OC(F)F)cc2)CC1 | -4 | 9 | -2 | 0 | 1
6 | COc1ccc(OC)c(S(=O)(=O)N2CCCc3ccccc32)c1 | -7 | -6 | 2 | -8 | -14
7 | CC(O)CNc1nc2ccccc2n1-c1ncnc2sc3c(c12)CCC3 (centres undefined) | -7 | 3 | 1 | -4 | 11
8 | NC(=O)c1sc2nnc(-c3ccccc3)c(-c3ccccc3)c2c1N | 8 | -4 | -3 | -6 | 0
9 | CN(C1CCCC1)C1CCN(C(=S)Nc2cc(F)cc(F)c2)CC1 | -15 | 4 | 3 | 0 | -5
10 | COc1ccc(CN=CC2=C(O)CNC2=O)cc1 | -1 | 0 | 0 | -3 | -2

cpd | PRMT1 FP inh | UHRF1 binding | PG9 Ab binder | DDE Tn7 FP inh | SIAE inh
1 | -1 | 1 | 0.3 | -4 | -1
2 | 1 | -1 | -3.0 | -6 | -1
3 | 3 | 4 | -2.7 | -10 | -3
4 | -1 | -2 | -2.6 | -6 | 12
5 | 3 | 1 | 0.1 | 2 | 0
6 | 2 | 5 | -0.7 | 3 | -9
7 | -4 | -1 | -0.9 | 5 | -1
8 | 2 | 1 | 0.4 | 3 | 1
9 | -4 | 2 | 0.7 | 1 | 6
10 | -4 | -3 | -1.8 | 4 | 2

cpd | Molecule | TDP2 inh | TCR-CD3 inh | LEDGF integ inh | HTRA1 inhibitor | ABHD4 inh
11 | CS(=O)(=O)c1ccccc1C(=O)Nc1ccccc1Cc1ccccc1 | -11 | -10 | -2 | 4 | -8
12 | N#CCCN1CCN(S(=O)(=O)c2ccc(C#N)cc2)CC1 | 1 | -2 | 5 | 3 | 0
13 | Cc1cc(S(=O)(=O)N2CCN=C2c2ccccc2)ccc1F | 8 | -1 | -2 | -1 | 8
14 | COc1ccc(-c2c(C)nn3c(N4CCC5(CC4)OCCO5)cc(C)nc23)cc1OC | -4 | -1 | -1 | -3 | 4
15 | CCC(=O)c1ccc(OCC(=O)N2CCN(C(=O)c3ccccc3)CC2)cc1 | -3 | 8 | -2 | 3 | 2
16 | CCCCN(C(=O)C1CC(=O)N(c2ccc(C)cc2)C1)c1c(N)n(CCC)c(=O)[nH]c1=O (centres undefined) | -13 | 0 | 8 | 0 | -7
17 | CCN(c1ccccc1)S(=O)(=O)c1cccc(C(=O)N2CCN(S(=O)(=O)c3ccccc3)CC2)c1 | -15 | -5 | -4 | -6 | 4
18 | CC(C)(C)n1ncc2c(=O)n(CC(=O)NCc3ccccc3)cnc21 | -20 | -6 | -1 | -4 | -9
19 | COc1cccc(CNC(=O)COc2cc3c(c4oc(=O)cc(C)c24)CCC(C)(C)O3)c1 | -10 | -3 | -6 | -36 | -2
20 | Cc1ccccc1C(C(=O)NC1CCCCC1)N(C(=O)c1ccccn1)c1cccnc1 (centres undefined) | 0 | -10 | 0 | 6 | -2

cpd | PRMT1 FP inh | UHRF1 binding | PG9 Ab binder | DDE Tn7 FP inh | SIAE inh
11 | 8 | 4 | 3.1 | -5 | 6
12 | -2 | -1 | 0.0 | -10 | 4
13 | 1 | -1 | 2.2 | 0 | 8
14 | -2 | 2 | -1.9 | 1 | 0
15 | 0 | 0 | 0.5 | 4 | -1
16 | -4 | 3 | -0.9 | -2 | 0
17 | 2 | 2 | -0.7 | 8 | 1
18 | 4 | 4 | 2.1 | -4 | -3
19 | 2 | 3 | -1.0 | 0 | -9
20 | 2 | 4 | -0.2 | 7 | -1

cpd | Molecule | TDP2 inh | TCR-CD3 inh | LEDGF integ inh | HTRA1 inhibitor | ABHD4 inh
21 | CC(CCNC(=O)c1ccccc1)(CCNC(=O)c1ccccc1)[N+](=O)[O-] | -1 | 1 | -1 | 2 | -3
22 | O=C(CSc1ncccn1)N/N=C/c1cccc([N+](=O)[O-])c1 | -1 | 4 | 1 | -2 | 1
23 | O=C(c1cc(Br)ccc1O)N1CCN(S(=O)(=O)Cc2ccccc2)CC1 | 11 | -3 | -1 | -2 | -6
24 | COc1cccc(-n2sc3c(c2=S)-c2cc(OC)ccc2NC3(C)C)c1 | 8 | 1 | 1 | 16 | -2
25 | CCOC(=O)c1cc2c(C(F)(F)F)cc(-c3ccccc3)nc2o1 | 6 | -3 | -2 | 5 | 1
26 | O=c1[nH]nc2c3ccccc3cnn12 | 5 | 5 | -1 | 5 | 3
27 | CCOC(=O)c1cccc(NC(=S)NC(=O)c2cccnc2)c1 | -8 | -7 | 1 | -11 | -13
28 | O=C1C2CCCN2C(=O)N1CCCCN1CCN(c2cccc(Cl)c2)CC1 (centres undefined) | 14 | 3 | -4 | 6 | 12
29 | O=C(O)Cn1nncc1-c1ccc(C(F)(F)F)cc1 | 0 | 1 | -1 | · | 7
30 | N#Cc1c(N)sc2c1CCN(CCc1ccccc1)C2 | -6 | -2 | -4 | 3 | -11

cpd | PRMT1 FP inh | UHRF1 binding | PG9 Ab binder | DDE Tn7 FP inh | SIAE inh
21 | -1 | -4 | 0.4 | 1 | -11
22 | -1 | 0 | -1.3 | 1 | 1
23 | 5 | 2 | -1.5 | 8 | 5
24 | -1 | -7 | -0.4 | 2 | 5
25 | -1 | -1 | -0.3 | -9 | 1
26 | -1 | 0 | 0.2 | 7 | 13
27 | 22* | 6 | -2.1 | -2 | -6
28 | 0 | -2 | -0.9 | 3 | 4
29 | 2 | -2 | 0.6 | 0 | 1
30 | 3 | -3 | 1.3 | -5 | -5

cpd | Molecule | TDP2 inh | TCR-CD3 inh | LEDGF integ inh | HTRA1 inhibitor | ABHD4 inh
31 | CC(=O)N1CCN(c2ccc(S(C)(=O)=O)cc2[N+](=O)[O-])CC1 | -1 | 7 | 1 | 3 | 0
32 | Cc1[nH]c2ccccc2c1/C=C/C(=O)c1ccncc1 | -5 | -9 | 1 | -7 | 1
33 | Fc1ccc(-c2ccnc3nc(N4CCN(c5ccccc5)CC4)nn23)cc1 | -13 | 6 | 0 | -2 | -6
34 | CC(=O)OCCN1CCN(C(=O)CN2C(=O)NC(c3ccccc3)(c3ccccc3)C2=O)CC1 | 12 | 2 | -3 | 2 | 5
35 | CN(C(=O)c1ccc(S(=O)(=O)NC2CCCC2)cc1)C1CCCCC1 | -8 | 4 | 2 | 4 | -4
36 | CCN(CC)C(=S)SCC(=O)c1c(C)[nH]c2ccccc12 | 7 | 8 | 1 | -24 | -9
37 | CCCCn1c(N)c(N(CCC(C)C)C(=O)CC2OC(=O)c3ccccc32)c(=O)[nH]c1=O (centres undefined) | -4 | -6 | -5 | -2 | 9
38 | N=c1c2c3c(sc2nc2n1CCCCC2)CCCC3 | 6 | 3 | -1 | 1 | -2
39 | Cc1cc(C)n(CC(=O)N2CCCC(C(=O)c3cccc(OC(C)C)c3)C2)n1 (centres undefined) | 2 | -2 | -2 | -7 | 2
40 | CCSc1cc(C2C(C(=O)OC)=C(C)NC3=C2C(=O)CCC3)c(C)o1 (centres undefined) | 7 | 7 | 2 | -2 | -1
41 | CCC(=NCCc1ccc(OC)c(OC)c1)C1=C(O)CC(C)(C)CC1=O | -8 | 2 | 2 | 11 | 3

cpd | PRMT1 FP inh | UHRF1 binding | PG9 Ab binder | DDE Tn7 FP inh | SIAE inh
31 | -1 | -1 | -2.7 | 4 | 4
32 | -4 | -1 | -5.3 | -2 | 5
33 | -2 | 1 | -1.0 | -7 | 7
34 | 2 | 0 | -0.8 | 5 | -4
35 | -3 | -1 | 0.9 | -1 | 5
36 | 2 | 2 | -0.2 | 2 | -3
37 | -1 | 4 | -0.1 | -6 | -2
38 | -2 | -4 | 1.9 | -4 | -1
39 | 1 | 12 | -0.3 | 1 | -3
40 | 6 | 3 | -0.9 | -4 | 16
41 | 1 | 0 | -0.7 | -8 | 1

By substructure: the compounds so far with an aryl methoxy group
cpd | Molecule | TDP2 inh | TCR-CD3 inh | LEDGF integ inh | HTRA1 inhibitor | ABHD4 inh
3 | COc1ccc(C(=O)Oc2cccc(/C=N/NC(N)=S)c2)cc1 | 0 | 1 | 0 | -11 | 0
6 | COc1ccc(OC)c(S(=O)(=O)N2CCCc3ccccc32)c1 | -7 | -6 | 2 | -8 | -14
10 | COc1ccc(CN=CC2=C(O)CNC2=O)cc1 | -1 | 0 | 0 | -3 | -2
14 | COc1ccc(-c2c(C)nn3c(N4CCC5(CC4)OCCO5)cc(C)nc23)cc1OC | -4 | -1 | -1 | -3 | 4
19 | COc1cccc(CNC(=O)COc2cc3c(c4oc(=O)cc(C)c24)CCC(C)(C)O3)c1 | -10 | -3 | -6 | -36 | -2
24 | COc1cccc(-n2sc3c(c2=S)-c2cc(OC)ccc2NC3(C)C)c1 | 8 | 1 | 1 | 16 | -2
41 | CCC(=NCCc1ccc(OC)c(OC)c1)C1=C(O)CC(C)(C)CC1=O | -8 | 2 | 2 | 11 | 3

cpd | PRMT1 FP inh | UHRF1 binding | PG9 Ab binder | DDE Tn7 FP inh | SIAE inh
3 | 3 | 4 | -2.7 | -10 | -3
6 | 2 | 5 | -0.7 | 3 | -9
10 | -4 | -3 | -1.8 | 4 | 2
14 | -2 | 2 | -1.9 | 1 | 0
19 | 2 | 3 | -1.0 | 0 | -9
24 | -1 | -7 | -0.4 | 2 | 5
41 | 1 | 0 | -0.7 | -8 | 1

Limited to TCR-CD3 inh, for some of the entries so far:
item | molecule | TCR-CD3 inh
34 | CC(=O)OCCN1CCN(C(=O)CN2C(=O)NC(c3ccccc3)(c3ccccc3)C2=O)CC1 | 2
37 | CCCCn1c(N)c(N(CCC(C)C)C(=O)CC2OC(=O)c3ccccc32)c(=O)[nH]c1=O (centres undefined) | -6
